# Assay outcomes: PubChem BioAssay, National Center for Advancing Translational Sciences (NCATS)
# D2 antagonist: HTS Assay for Allosteric Antagonists of the Human D2 Dopamine Receptor: Primary Screen for Antagonists | D(2) dopamine receptor (Homo sapiens), P14416 | HEK293 TREx D2 cells, calcium flux, dopamine EC80 | inhibition, % at 10 µM | 340,000 tested, 2% active | AID 485344, 2010; in the data active = inhibition above about 30%; also: 0% is about no effect
#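 Tetracycline-induced HEK293 TREx cells expressing D2 receptor forced-coupled to calcium signalling, loaded with no-wash calcium dye. Compounds added and calcium flux read 180 s, then dopamine added at EC80 and read a further 180 s.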
# D1 PAM: Potentiators of Human D1 Dopamine Receptor: qHTS. D(1A) dopamine receptor (Homo sapiens), P21728. HEK293 TREx D1 cells, calcium flux, dopamine EC20 potentiation. potentiation, % at 10 µM. 360,000 tested, 0.036% active; in the data active = potentiation above about 30%; also: 0% is about no effect
# D1 antagonist: Antagonist of Human D 1 Dopamine Receptor: qHTS; 360,000 tested, 3.2% active; activity change, negative = inhibition, % at 10 µM; D(1A) dopamine receptor (Homo sapiens), P21728; HEK293 TREx D1 cells, calcium flux, dopamine EC80; hits give low values; in the data active = activity change below about -30%; also: % is scaled to controls: 0 for no effect and ±100 for the full control effect
#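 Tetracycline-induced HEK293 T-REx cells with force-coupled D1 receptor were loaded with a no-wash calcium dye. Compound was added after a 10 s baseline and read kinetically for 180 s; EC80 dopamine was then added and calcium flux followed another 180 s.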
# D1 ag: Allosteric Agonists of the Human D1 Dopamine Receptor: qHTS; D(1A) dopamine receptor (Homo sapiens), P21728; HEK293 T-REx D1 cells, calcium flux, agonist mode; activation, % at 2 µM; 360,000 tested, 1% active; AID 504660, 2011; also: 0% is about no effect
#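 Inducible HEK293 T-REx D1 cells, force-coupled to calcium signalling, were plated at 4000 cells/well with tetracycline and held overnight at 30 C. After no-wash calcium dye loading, compound-evoked calcium rise over 180 s flagged agonists.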
# TRHR enhancer: qHTS for Small Molecule Agonists and Allosteric Enhancers of Human TRH Receptor: Primary Screen for Enhancers | 360,000 tested, 0.66% active | enhancement, % at 2 µM | AID 493056, 2011 | Thyrotropin-releasing hormone receptor (Homo sapiens), P34981 | TRHR cells, fluo-8 calcium fluorescence, EC20 TRH enhancement; in the data active = enhancement above about 30%; also: 0% is about no effect
#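 Enhancer read-out: after compound pinning and an initial kinetic agonist-mode read, an EC20 of TRH (10 nM final) was injected and fluo-8 calcium signal (Ex 480/Em 530) followed at 1 s/cycle for 100 cycles in TRHR-expressing cells.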
# D2 agonist: HTS Assay for Allosteric Agonists of the Human D2 Dopamine Receptor: Primary Screen for Agonists; activation, % at 2 µM; 340,000 tested, 0.53% active; HEK293 T-REx D2 cells, calcium flux agonist mode; D(2) dopamine receptor (Homo sapiens), P14416;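 active = activation over 3 SD above normal in the single-dose calcium agonist read, cut at about 30% in these data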; also: 0% is about no effect
#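 Tetracycline-induced HEK293 T-REx cells with force-coupled D2 receptor, plated overnight at 30 C, loaded with no-wash calcium dye. After a 10 s baseline, compound was pin-added and calcium flux read kinetically for 180 s; calcium rises flagged agonists.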
# D2 PAM: HTS Assay for Positive Allosteric Modulators of the Human D2 Dopamine Receptor: Primary Screen for Potentiators | HEK293 T-REx D2, calcium flux, EC20 dopamine potentiation | D(2) dopamine receptor (Homo sapiens), P14416 | 340,000 tested, 0.34% active | potentiation, % at 10 µM;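 active = potentiation over 3 SD above the plate norm, cut at about 30% in these data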; also: 0% is about no effect
#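 Using a no-wash calcium dye in inducible, force-coupled HEK293 Trex cells expressing D2, we tracked fluorescence each second for 180 s after compound, then for 180 s after EC20 dopamine to detect augmented signalling.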
# TRHR ag: qHTS for Small Molecule Agonists and Allosteric Enhancers of Human TRH Receptor: Primary Screen for Agonists | AID 493084, 2011 | Thyrotropin-releasing hormone receptor (Homo sapiens), P34981 | activation, % at 2 µM | 360,000 tested, 0.18% active | TRHR cells, calcium flux fluo-8, FDSS agonist mode; also: 0% is about no effect
#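 TRHR-expressing cells, plated overnight in medium with 10% serum, were loaded with fluo-8 calcium dye at room temperature. After a 10 s baseline, library compound was pin-added and calcium release was recorded kinetically (ex 480/em 530) as agonist response.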
# RXFP1 antagonist: qHTS Assay for Antagonists of the Relaxin Receptor RXFP1; 350,000 tested, 0.59% active; Relaxin receptor 1 (Homo sapiens), Q9HBX9; AID 1259400, 2018; activity change, negative = inhibition, % at 57.5 µM; HEK293-RXFP1, relaxin-stimulated cAMP HTRF, 30 min; hits give low values;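 active = activity change of -60% or lower, but not beyond a set lower limit; inconclusive = change between -60% and -40%, or beyond the set limit; inactive = change above -40%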; also: % is scaled to controls: 0 for no effect and ±100 for the full control effect
# Target sequence (Q9HBX9 whole entry, looked up): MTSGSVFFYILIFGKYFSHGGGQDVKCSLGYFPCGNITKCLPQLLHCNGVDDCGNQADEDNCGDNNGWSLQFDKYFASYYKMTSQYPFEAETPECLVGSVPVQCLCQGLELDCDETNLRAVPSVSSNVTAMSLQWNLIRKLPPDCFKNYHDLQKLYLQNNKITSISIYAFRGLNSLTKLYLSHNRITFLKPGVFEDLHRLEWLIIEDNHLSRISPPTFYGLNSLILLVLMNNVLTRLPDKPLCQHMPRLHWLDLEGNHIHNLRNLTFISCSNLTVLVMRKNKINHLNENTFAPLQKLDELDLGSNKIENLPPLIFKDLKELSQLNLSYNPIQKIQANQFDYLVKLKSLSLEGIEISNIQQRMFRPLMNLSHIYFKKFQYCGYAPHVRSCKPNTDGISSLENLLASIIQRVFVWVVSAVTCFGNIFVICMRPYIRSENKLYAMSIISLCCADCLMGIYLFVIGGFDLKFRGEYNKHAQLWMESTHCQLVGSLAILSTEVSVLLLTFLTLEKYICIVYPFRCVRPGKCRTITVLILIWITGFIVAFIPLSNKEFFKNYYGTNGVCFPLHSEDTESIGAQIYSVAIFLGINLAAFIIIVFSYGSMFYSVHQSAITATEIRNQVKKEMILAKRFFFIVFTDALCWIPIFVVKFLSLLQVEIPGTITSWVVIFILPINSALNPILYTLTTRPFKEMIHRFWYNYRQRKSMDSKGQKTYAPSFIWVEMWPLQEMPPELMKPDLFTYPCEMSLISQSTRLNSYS
# Active calls of the source: *; ? = inconclusive; / = no result given. Rule as the data show it, unless noted: active = activation above about 30%; inactive = the rest.
entry	SMILES	D2 antagonist	D1 PAM	D1 antagonist	D1 ag	TRHR enhancer
1	CC1CCc2c(C(=O)Nc3ccc(OC(F)(F)F)cc3)csc2C1 (stereo not drawn)	6	-6	-9	8	0
2	COc1cc2nc(NCCc3cccc(C)c3)n3nc(-c4ccccc4)nc3c2cc1OC	/	-3	-4	1	2
3	O=C(O)CCn1c(SCc2cccc3ccccc23)nc2ccccc21	-16	2	0	0	-3
4	C=C(C)C(=O)N1CC2(CC(c3cccc(NC(=O)CC(c4ccccc4)c4ccccc4)c3)=NO2)C[C@H]1C(N)=O (stereo partly drawn)	22	-6	-6	16	-9
5	Cc1ccc(-n2ncc(C(=O)N3CCc4ccccc4C3)c2NC(=O)c2ccco2)cc1C	15	-7	-19	3	-7
6	CCNC(=S)N(Cc1cc2cc(C)c(C)cc2[nH]c1=O)C1CCCC1	/	-1	-9	3	-1
7	COc1ccc(CCn2c(=O)[nH]c3cc(C(=O)NCCCN4CCOCC4)ccc3c2=O)cc1OC	-18	-1	-27	3	0
8	COc1ccc(-c2nc3ccc(NS(=O)(=O)c4ccccc4)cc3o2)cc1	/	0	2	2	2

entry	D2 agonist	D2 PAM	TRHR ag	RXFP1 antagonist
1	1.2	-3	2.3	-4
2	-0.7	9	-0.3	/
3	-0.4	-1	-0.2	-11
4	0.3	2	1.1	/
5	18	-18	0.5	18
6	/	/	-0.3	-19
7	3.3	-6	1.0	7
8	3.3	-15	1.3	?

# The listing continues.
entry	SMILES	D2 antagonist	D1 PAM	D1 antagonist	D1 ag	TRHR enhancer
9	O=C(N/N=C/c1ccccc1)c1ccc(CN2C(=O)c3cccc4cccc2c34)cc1	3	-1	-15	2	-3
10	CCc1cc(CNC(=O)c2ccc(OC)c(OC3CCN(C(C)C)CC3)c2)on1	-3	-4	-13	0	-6
11	O=C1C=C(O)C(n2cncn2)C(c2ccc(F)cc2)C1 (stereo not drawn)	-11	-1	11	3	1
12	COCC(C)n1c(SCC(=O)NNC(=O)c2ccccc2)nc2ccccc2c1=O (stereo not drawn)	29	6	0	8	-6
13	COc1cc(NC(=O)CCNS(=O)(=O)c2ccc3c(c2)CCN3C(=O)C2CC2)cc(OC)c1	/	-4	4	0	46*
14	NC(=O)C1CCN(C(=O)COc2ccc(S(=O)(=O)NCc3ccccc3)cc2Cl)CC1	-5	0	11	0	20
15	Cn1c(=O)c2c(nc(SCC(=O)O)n2Cc2cc3c(cc2Cl)OCO3)n(C)c1=O	-2	-2	/	1	-5
16	CC(C)CNC(=O)C(=O)Nc1cc2c3c(c1)C(C)C(=O)N3CCC2 (stereo not drawn)	-3	-1	4	6	-8

entry	D2 agonist	D2 PAM	TRHR ag	RXFP1 antagonist
9	0.3	7	-0.2	-16
10	0.4	-12	0.0	-9
11	13	12	-0.1	6
12	-0.3	-6	0.2	5
13	0.5	-8	0.2	/
14	-0.6	-5	0.0	/
15	-0.4	2	-0.8	-5
16	1.0	2	0.2	11

# Results in D1 ag, for 4 of the compounds above:
entry	molecule	D1 ag
13	COc1cc(NC(=O)CCNS(=O)(=O)c2ccc3c(c2)CCN3C(=O)C2CC2)cc(OC)c1	0
14	NC(=O)C1CCN(C(=O)COc2ccc(S(=O)(=O)NCc3ccccc3)cc2Cl)CC1	0
15	Cn1c(=O)c2c(nc(SCC(=O)O)n2Cc2cc3c(cc2Cl)OCO3)n(C)c1=O	1
16	CC(C)CNC(=O)C(=O)Nc1cc2c3c(c1)C(C)C(=O)N3CCC2 (stereo not drawn)	6

# (next part)
entry	SMILES	D2 antagonist	D1 PAM	D1 antagonist	D1 ag	TRHR enhancer
17	COc1ccc(Cl)cc1S(=O)(=O)N1CCCC(C(=O)NCc2ccccc2)C1 (stereo not drawn)	-2	-7	2	8	-7
18	O=C(N/N=C1\CCS(=O)(=O)c2ccc(F)cc21)c1ccc([N+](=O)[O-])cc1	-1	2	0	7	8
19	COc1ccc(NC(=O)Cn2c(=O)n(CCCC(=O)NCc3ccccc3Cl)c(=O)c3ccccc32)c(OC)c1	/	1	-2	2	4
20	OCCN1CCN(c2ncnc3c2c(-c2ccccc2)cn3-c2ccc(Br)cc2)CC1	-3	-8	6	2	-5
21	COc1ccc(/C=C2/Sc3ccc(C(=O)NCCCN4CCOCC4)cc3NC2=O)cc1OC	/	-4	9	5	3
22	CCOC(=O)Cc1cc(=O)n2[nH]c(C)c(-c3ccc(OC)cc3)c2n1	-12	-6	-8	1	5
23	Cc1nc2nc[nH]n2c(=O)c1NS(=O)(=O)c1ccc([N+](=O)[O-])cc1	15	-5	7	2	4
24	CCOC(=O)C1C(=O)NCC1c1ccccc1 (stereo not drawn)	/	-13	-2	4	-6

entry	D2 agonist	D2 PAM	TRHR ag	RXFP1 antagonist
17	-1.1	14	0.3	-2
18	-0.1	8	1.0	3
19	0.0	20	-0.6	/
20	0.4	-6	1.4	-18
21	/	5	1.0	3
22	-0.7	31*	-2.7	-3
23	-0.9	-14	-1.6	-5
24	/	/	0.0	-21

# Ordered by SMILES length (highest first): part of the list above
entry	SMILES	D2 antagonist	D1 PAM	D1 antagonist	D1 ag	TRHR enhancer
20	OCCN1CCN(c2ncnc3c2c(-c2ccccc2)cn3-c2ccc(Br)cc2)CC1	-3	-8	6	2	-5
17	COc1ccc(Cl)cc1S(=O)(=O)N1CCCC(C(=O)NCc2ccccc2)C1 (stereo not drawn)	-2	-7	2	8	-7
22	CCOC(=O)Cc1cc(=O)n2[nH]c(C)c(-c3ccc(OC)cc3)c2n1	-12	-6	-8	1	5

entry	D2 agonist	D2 PAM	TRHR ag	RXFP1 antagonist
20	0.4	-6	1.4	-18
17	-1.1	14	0.3	-2
22	-0.7	31*	-2.7	-3

# (continued)
entry	SMILES	D2 antagonist	D1 PAM	D1 antagonist	D1 ag	TRHR enhancer
25	CCOC(=O)c1c(C)[nH]c(C)c1C(=O)COC(=O)c1ccc(OC)cc1	-19	-4	4	0	4
26	Cc1cc(=O)nc2c3ccccc3n(CC(=O)NCCCN3CCCC3=O)n12	14	-3	1	2	0
27	Cc1ccc(-c2sc(C(=O)NN)c(C)c2C#N)cc1	12	-2	1	0	0
28	CCCCC1CCC(C(=O)Nc2ccc(N3CCOCC3)cc2N2CCOCC2)CC1 (stereo not drawn)	8	-1	9	1	-1
29	O=C(/C(=N\Nc1ccc(Br)cc1)Sc1nnnn1-c1ccccc1)c1ccccc1	-12	6	-1	1	1
30	O=C(Nc1cccc(Br)c1)c1ccc(CSc2ccccc2)cc1	-22	-4	7	10	-1
31	CC(O)(CS(=O)(=O)Cc1ccccc1)C(=O)Nc1ccc(C(F)(F)F)cc1 (stereo not drawn)	-8	-1	5	3	3
32	CCOc1ccc(N(C)C(=O)C2CCN(S(=O)(=O)c3c(C)noc3/C=C/c3ccc(C)cc3)CC2)cc1	/	-2	5	9	1

entry	D2 agonist	D2 PAM	TRHR ag	RXFP1 antagonist
25	1.7	8	-0.3	-1
26	0.7	8	0.4	4
27	-0.1	-3	0.7	-4
28	-0.7	-3	0.2	-5
29	0.5	7	0.3	-20
30	2.2	6	7.1	/
31	-1.3	0	0.3	-6
32	/	7	1.4	-4

# By substructure: the entries above with a thiophene ring, fused or not
entry	SMILES	D2 antagonist	D1 PAM	D1 antagonist	D1 ag	TRHR enhancer
1	CC1CCc2c(C(=O)Nc3ccc(OC(F)(F)F)cc3)csc2C1 (stereo not drawn)	6	-6	-9	8	0
27	Cc1ccc(-c2sc(C(=O)NN)c(C)c2C#N)cc1	12	-2	1	0	0

entry	D2 agonist	D2 PAM	TRHR ag	RXFP1 antagonist
1	1.2	-3	2.3	-4
27	-0.1	-3	0.7	-4

# Next part.
entry	SMILES	D2 antagonist	D1 PAM	D1 antagonist	D1 ag	TRHR enhancer
33	CCCNC(=O)c1ccc(CN2CCc3ccccc3C2)cc1	-9	-2	10	1	-1
34	Cc1ccccc1OCc1ccc(-c2nc(C#N)c(N3CCC(C(N)=O)CC3)o2)o1	/	-1	-1	-2	-5
35	N=c1n(CCO)c2ccccc2n1CCOc1ccc(Cl)cc1Cl	14	-1	-13	2	6
36	COc1ccccc1C(=O)NCC(=O)OCC(=O)N(CC(C)C)c1c(N)n(Cc2ccccc2)c(=O)[nH]c1=O	0	5	-4	1	-4
37	O=C(CSC1=Nc2ccccc2C2=NC(CC(=O)NC3CCCCC3)C(=O)N12)NCc1ccco1 (stereo not drawn)	-4	-4	-20	7	30
38	C/C(=N\NC(=O)CC1N=C(Cc2ccccc2)NNC1=O)c1ccccc1 (stereo not drawn)	-8	-2	65	28	7
39	O=C(CCN1C(=O)[C@@H]2Cc3ccccc3CN2C1=O)N[C@@H](C(=O)O)c1ccccc1	-14	2	-25	0	-3
40	C[C@@H]1CC=C[C@H]2[C@H]1C(=O)N(Cc1ccccc1)[C@H]2c1cccc([N+](=O)[O-])c1	6	-3	-14	8	8

entry	D2 agonist	D2 PAM	TRHR ag	RXFP1 antagonist
33	-0.6	-10	-0.4	-13
34	0.1	-11	-0.9	5
35	1.4	6	-0.7	/
36	1.5	-2	-0.7	-3
37	-1.9	15	-0.2	5
38	-0.3	4	0.0	-2
39	0.6	-5	-0.4	/
40	0.1	12	0.0	/

# Next part
entry	SMILES	D2 antagonist	D1 PAM	D1 antagonist	D1 ag	TRHR enhancer
41	CCc1ccccc1NC(=O)N1CCN(Cc2nc3ccc(C)cc3o2)CC1	/	0	-4	-1	4
42	Cc1cc(-n2c(C)nc3ccccc3c2=O)ccc1NC(=O)C(F)(F)F	/	2	/	1	-5
43	CCCNC(=O)CS(=O)Cc1nc(-c2ccccc2C)oc1C (stereo not drawn)	-5	/	14	1	1
44	Fc1ccc(N2CCN(Cc3c[nH]c4ccccc34)CC2)cc1	93*	-14	-17	24	0
45	CC(=O)Oc1ccc(C(=O)[C@H]2[C@H]3C(=O)N(c4cccc5ccccc45)C(=O)[C@H]3[C@@H]3C=CC=NN32)cc1	-10	0	9	0	3
46	COc1ccc2nc(Cl)cc(Cl)c2c1	-6	-1	-2	0	0

entry	D2 agonist	D2 PAM	TRHR ag	RXFP1 antagonist
41	1.7	-1	-0.1	/
42	-2.3	1	0.1	/
43	-0.1	-2	-0.6	-8
44	2.3	-23	2.6	/
45	1.1	-2	2.4	-6
46	-0.2	-4	-0.8	5
